NR2E3 ag-1: activates human NR2E3 receptor; CHO-S Gal4-NCOR/VP16-NR2E3 two-hybrid, luciferase; inhibition of corepressor binding, % at 3.98 µM; hit rate 0.35% among 360,000; AID 602229;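 active = inhibition above the mean of all tested compounds plus 3 SD, cut at about 70% in these data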;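 note: 0% = DMSO with NR2E3 transfected cells and 100% = cells lacking NR2E3 construct; higher means lower luciferase signal from less NR2E3 corepressor binding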
Target sequence (Q9Y5X4 whole entry, looked up, the tested form may be a part): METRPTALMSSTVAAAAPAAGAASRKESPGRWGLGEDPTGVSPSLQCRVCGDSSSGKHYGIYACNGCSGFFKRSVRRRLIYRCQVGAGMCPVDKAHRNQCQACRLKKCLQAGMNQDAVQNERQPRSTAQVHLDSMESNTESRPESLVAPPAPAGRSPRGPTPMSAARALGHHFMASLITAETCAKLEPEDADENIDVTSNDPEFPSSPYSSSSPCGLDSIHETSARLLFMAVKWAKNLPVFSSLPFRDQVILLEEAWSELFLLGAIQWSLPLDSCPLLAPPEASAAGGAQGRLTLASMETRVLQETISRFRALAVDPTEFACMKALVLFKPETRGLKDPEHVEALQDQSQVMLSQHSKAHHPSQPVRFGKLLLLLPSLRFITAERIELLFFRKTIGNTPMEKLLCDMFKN
PDI turbidity: inhibitors of human protein disulfide isomerase; PDI insulin aggregation turbidity, A650, 90 min; AID 588391; inhibition, % at 10 µM; P07237; hit rate 0.052% among 350,000;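 active = mean inhibition across replicates of 30% or more, whatever share of single replicates reach that level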;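 note: absorbance from insulin aggregation driven by PDI reduction with DTT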
Target sequence (P07237 whole entry, looked up): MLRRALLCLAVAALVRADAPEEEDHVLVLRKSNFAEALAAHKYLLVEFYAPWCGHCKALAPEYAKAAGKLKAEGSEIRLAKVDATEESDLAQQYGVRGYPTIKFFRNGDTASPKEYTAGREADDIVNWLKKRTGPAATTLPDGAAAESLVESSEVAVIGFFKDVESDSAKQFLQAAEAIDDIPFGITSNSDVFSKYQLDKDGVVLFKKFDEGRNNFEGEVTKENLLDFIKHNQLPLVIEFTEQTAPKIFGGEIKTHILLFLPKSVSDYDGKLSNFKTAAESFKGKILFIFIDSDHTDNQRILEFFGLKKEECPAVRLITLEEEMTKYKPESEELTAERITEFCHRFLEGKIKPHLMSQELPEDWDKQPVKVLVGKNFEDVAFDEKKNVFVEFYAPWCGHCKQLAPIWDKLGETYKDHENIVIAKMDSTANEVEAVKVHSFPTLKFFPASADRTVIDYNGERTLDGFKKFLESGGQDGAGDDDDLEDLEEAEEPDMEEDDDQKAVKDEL
CaV13 ICDI inh: Disruptors of the CACNA1D IQ motif to Ca2+-dependent inactivation inhibitor domain association, primary screening, Förster resonance energy transfer in intact living … | HEK cells, CFP/YFP FRET ICDI-IQ, plate reader, 10 min; percent FRET-ratio fall versus neutral wells | inhibition, % at 12.3 µM | hit rate 0.098% among 340,000 | AID 743397;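 active = mean replicate inhibition of at least 30% and at least 1% of replicates passing that level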;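 note: 0% = median of the neutral control wells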
hiPSC survival: increases survival of single human iPS cells | survival enhancement, % at 20 µM | hit rate 0.044% among 360,000 | hiPSC single-cell survival, ATPlite luminescence; 100% = ROCK inhibitor wells, 0% = DMSO; in the data active = survival enhancement above about 18%;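 note: cells exposed to compounds for 16 hours before the ATP read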
aDG glyco act: alpha-DG glycosylation activation; Pro5-aDG cells, alpha-DG glycosylation AlphaScreen (IIH6); 0% Pro5, 100% B10-LARGE cell signal; activation, % at 10 µM; hit rate 0.22% among 360,000;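 active = activation of at least 8% versus controls, or a plate z-score of at least 8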;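 note: Pro5 are CHO cells carrying HIG-tagged alpha-DG that lacks glycosylation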
HIF-2a inh: HIF-2a inhibition. inhibition, % at 18.8 µM. 786-0 RCC cells HIF-2a reporter, luciferase luminescence, overnight. hit rate 0.72% among 360,000;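 active = inhibition of the luminescence signal of 40% or more relative to plate controls, in a single-dose primary screen at 18.75 µM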
NR2E3 ag-2: agonists of human nuclear receptor NR2E3. GST-NR2E3/biotin-RetCOR TR-FRET, 1536-well. inhibition of corepressor binding, % at 4.78 µM. hit rate 0.12% among 320,000. AID 2300;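 active = percent inhibition above the cutoff of mean plus 3 SD of all tested compounds, set per screening campaign, cut at about 20% in these data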;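 note: 0% = DMSO wells and 100% = biotin wells as full block of FRET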
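Material: NR2E3–RetCOR corepressor complex / Amount: 1.35 nM GST-NR2E3 / Medium: Tris pH 7.5 / Compound: single nominal compound dose of 4.8 µM / Incubation: 5 h at 4 °C / Technique: TR-FRET, Eu(K)-anti-GST donor, streptavidin-D2 acceptor, ex 340, em 617/671 nm / Read-out basis: percent loss of FRET ratio relative to control wells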
TRPM1 prom inh: reduces MITF-dependent TRPM1 promoter luciferase signal. SK-MEL-5 TRPM1 promoter luciferase, 24 h. inhibition, % at 12.5 µM. hit rate 0.83% among 330,000. AID 488899;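 active = mean inhibition across replicates of 60% or more, whatever share of single replicates reaches that level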; note: values of inactives mirror those of a sister screen read the other way
Peg3 prom inh: inhibitors of Peg3 promoter; HeLa PEG-Prom luciferase reporter, luminescence, overnight; inhibition, % at 20 µM; hit rate 1.7% among 360,000; AID 588405;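 active = inhibition of at least 50% at 20 µM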
Vif imaging: blocks HIV Vif function | HEK293T cells, Vif self-association by quenched fluorescence, imaging, 24 h | inhibition, % at 7.49 µM | hit rate 0.35% among 340,000 | AID 602346; in the data active = inhibition above about 50%, passing the limit was not always enough; note: some results filed as inactive read as strong as hits
Exocytosis inh: lytic granule exocytosis inhibition; TALL-104 LAMP-1 surface exposure, flow cytometry; cells stimulated with thapsigargin and PMA; inhibition, % at 10 µM; hit rate 0.66% among 360,000; AID 651702;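 active = inhibition above about 55%, limit read from the data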
An asterisk follows results filed as active; nt = not tested or not shown.

Below each SMILES: NR2E3 ag-1	PDI turbidity	CaV13 ICDI inh	hiPSC survival	aDG glyco act	HIF-2a inh	NR2E3 ag-2	TRPM1 prom inh	Peg3 prom inh	Vif imaging	Exocytosis inh
> CC1CCCCN1C(=O)CCNC(=O)Cn1cnc2ccccc2c1=O (stereo not given)
 : -42	0	-2	-0.1	0.0	14	-3	12	-2	10	-3
> Cc1cc(C)c2nc(SCC(=O)NC(=O)c3cccn3C)cc(C)c2c1
 : -20	-3	-7	-0.8	-0.2	9	4	7	-43	-4	0
> O=C(N=Nc1c(O)[nH]c2ccccc12)c1ccccc1NS(=O)(=O)c1cccs1
 : 1	4	-3	-0.2	-0.1	8	1	0	-7	2	-6
> COc1cccc(/C(C)=N/Nc2ncc(Cl)cc2Cl)c1
 : 11	0	-4	-2.7	0.0	-268	-1	-68	-263	-13	-1
> COc1cc(OC)c(C(=O)Nc2ccc3ccccc3c2)cc1OC
 : -86	1	nt	-0.3	-0.1	-380	0	-70	-372	-4	9
> Cc1n[nH]c(C)c1S(=O)(=O)N1CCN(S(=O)(=O)c2ccccc2C#N)CC1
 : 8	-3	-17	-1.8	0.3	13	5	-3	3	13	-2
> CC(C)(C)c1ccc(C(=O)NCc2ccccc2)cc1
 : -67	-10	-6	-0.5	0.2	-198	3	-88	-178	7	-2
> CC(=O)c1cc(-c2ccccc2)n(CC(=O)Nc2cccc(C)c2C)c1C
 : -21	16	-14	-0.6	0.0	6	-2	7	1	9	-8
> CN(C)c1ccc(-n2cccc2/C=C2/SC(=Nc3ccc(F)cc3)NC2=O)cc1
 : -23	-3	-8	-0.4	0.2	6	-1	3	6	-4	-2
> Cc1cccc(C(=O)Nc2ccc(N3CCN(S(C)(=O)=O)CC3)cc2)c1
 : -49	-5	-6	0.1	0.1	-123	1	-33	-155	-3	-2
> O=C1CN(S(=O)(=O)c2ccccc2)CCN1S(=O)(=O)c1ccccc1
 : 16	5	-5	-1.2	0.0	14	0	-4	11	13	-7
> O=c1c2ccccc2n2c(-c3ccc(F)cc3)nnc2n1Cc1ccccc1
 : -5	-3	-3	1.1	-0.1	20	3	13	13	-2	-2
> C/C(=N\NC(=O)c1nnn(-c2nonc2N)c1CN1CCCCCC1)c1ccc(Br)cc1
 : -4	-1	-7	0.0	0.3	5	2	-1	-5	14	3
> COc1ccc([C@@H]2[C@@H]3C(=O)N(C(C)(C)C)C(=O)[C@@H]3[C@]3(C)C(=O)N(c4ccccc4)C(=O)N23)cc1
 : 6	1	-9	-2.8	-0.1	-4	0	-1	15	nt	2
> CN1CCN(C2CN(Cc3cn(Cc4ccccc4F)nn3)S(=O)(=O)C2)CC1 (stereo not given)
 : -12	nt	-4	-0.4	0.1	21	nt	nt	7	nt	8
> O=C(O)c1cccc(S(=O)(=O)Nc2ccc(O)cc2Sc2nc3ccccc3s2)c1
 : -14	7	-3	3.4	0.3	7	-3	-7	2	3	-1
> C[C@H]1CN([C@@H](C)CO)C(=O)CCCn2nncc2CO[C@@H]1CN(C)C(=O)c1ccccc1
 : 4	-3	-2	3.9	-0.2	10	nt	nt	3	nt	-2
> Cc1ccc(NC(=O)CN(c2cc(C)cc(C)c2)S(=O)(=O)c2c(C)noc2C)nc1
 : 1	11	13	3.8	0.4	13	4	8	16	-8	-1
> Cc1ccc(N2CC(C(=O)Nc3cccnc3)CC2=O)cc1 (stereo not given)
 : -2	-13	-4	0.3	0.1	20	0	5	10	-3	2
> O=C(Nc1ccc(S(=O)(=O)NCCc2ccccc2)cc1)c1ccncc1
 : 34	-3	-10	1.2	0.5	29	1	13	32	-14	2

Arranged by formula weight (falling): 3 of the compounds above
Below each SMILES: NR2E3 ag-1	PDI turbidity	CaV13 ICDI inh	hiPSC survival	aDG glyco act	HIF-2a inh	NR2E3 ag-2	TRPM1 prom inh	Peg3 prom inh	Vif imaging	Exocytosis inh
> Cc1ccc(NC(=O)CN(c2cc(C)cc(C)c2)S(=O)(=O)c2c(C)noc2C)nc1
 : 1	11	13	3.8	0.4	13	4	8	16	-8	-1
> O=C1CN(S(=O)(=O)c2ccccc2)CCN1S(=O)(=O)c1ccccc1
 : 16	5	-5	-1.2	0.0	14	0	-4	11	13	-7
> Cc1ccc(N2CC(C(=O)Nc3cccnc3)CC2=O)cc1 (stereo not given)
 : -2	-13	-4	0.3	0.1	20	0	5	10	-3	2

The listing continues.
Below each SMILES: NR2E3 ag-1	PDI turbidity	CaV13 ICDI inh	hiPSC survival	aDG glyco act	HIF-2a inh	NR2E3 ag-2	TRPM1 prom inh	Peg3 prom inh	Vif imaging	Exocytosis inh
> CN1C(=O)CC(C(=O)O)SC1=Nc1cccc(C(F)(F)F)c1 (stereo not given)
 : -4	-6	-3	4.2	-0.1	14	-1	9	16	2	-2
> Cn1nc(C(C)(C)C)c([N+](=O)[O-])c1C(=O)NC(C)(C)C
 : 33	5	-2	-0.2	-0.1	3	1	5	15	3	-2
> c1ccc(-c2nc3ccccc3nc2N2CCOCC2)cc1
 : -7	-8	-5	-0.2	-0.4	-13	3	-4	-9	13	4
> CN(C)S(=O)(=O)c1cccc(NC(=O)c2cc(-c3cccs3)nc3ccccc23)c1
 : 8	-13	-2	3.9	-0.9	6	-1	8	44	-11	-2
> CCCCCn1c(CCNC(=O)CCC)nc2ccccc21
 : -10	nt	-3	2.4	0.5	1	-1	nt	-1	-2	-9
> COc1ccc2c(c1)CCCC21NC(=O)N(CC(N)=O)C1=O (stereo not given)
 : -16	-6	-4	-0.9	-0.1	-9	2	-5	-5	nt	-5
> O=C(c1ccco1)N1CCN(Cc2nc3ccccc3[nH]2)CC1
 : -17	6	-2	0.6	0.6	-2	nt	5	11	-1	7
> CCOc1ccc(N(C(=O)Nc2ccccc2)C2=NCCC2)cc1
 : -13	-3	-8	4.1	0.0	8	1	2	1	-1	4
> COc1ccccc1NC(=O)/C(C#N)=C/c1c(C)nn(-c2ccc(F)cc2)c1Cl
 : 5	3	-18	0.6	-0.6	13	-2	-5	4	17	-4
> Cc1cc(NC(=O)c2cc3n(n2)C(C(F)(F)F)CC(c2ccco2)N3)n(-c2ccccc2)n1 (stereo not given)
 : -4	4	nt	12	0.0	18	0	0	11	-4	-3
> Cc1ccc(C(=O)COC(=O)CN2C(=O)C3CC=CCC3C2=O)cc1[N+](=O)[O-] (stereo not given)
 : -21	8	-5	0.1	0.0	2	-2	-1	-5	-5	-3
> CCOc1cc(/C=N/NC(=S)Nc2ccccc2C(F)(F)F)ccc1OCC(=O)N1CCOCC1
 : 1	0	-5	1.2	0.2	11	0	17	39	5	2
> CC(C)(C)OC(=O)N1CCCC(C(=O)Nc2ccc(C(=O)N3CCOCC3)cc2)C1 (stereo not given)
 : -14	-2	-10	2.0	0.2	3	nt	16	6	-6	4
> Brc1ccc(C2Nc3cccc4cccc(c34)N2)cc1
 : -26	4	6	-0.6	0.0	21	nt	3	-4	8	20
> COc1ccccc1C(=O)Nc1cccc(Oc2c(F)c(F)c(F)c(F)c2F)c1
 : -1	-6	-15	0.6	0.1	-15	0	-11	-8	-10	-1
> O=C(Nc1ccccn1)c1ccco1
 : -30	-4	-9	0.1	-0.1	-124	0	-25	-93	-15	-2
> CCN(CC(=O)Nc1ccc(NC(C)=O)cc1)C(=O)c1cccc(Oc2ccccc2)c1
 : -15	7	-5	-0.4	0.1	11	-1	3	17	-16	-2
> COc1ccc(-c2cc(C(=O)Nc3ccc(S(=O)(=O)Nc4ncccn4)cc3)c3ccccc3n2)cc1
 : -17	0	-2	1.1	-0.2	-81	1	-36	-56	-1	-5
> O=C(Cn1c(=O)cnc2ccccc21)Nc1cc(Cl)ccc1N1CCOCC1
 : 10	-1	-6	2.5	-0.1	6	nt	2	8	8	-10
> COc1ccc(NC(=O)C2CC(=O)N(c3ccccc3Cl)C2)c(OC)c1 (stereo not given)
 : 19	10	-3	0.5	0.0	0	1	0	9	0	0
> COC(=O)c1cc(S(=O)(=O)Nc2cccc(OC)c2)cn1C
 : 5	7	-6	-1.1	0.2	9	3	12	52*	-5	2
> CN(C(=O)CCN1C(=O)S/C(=C\c2ccccc2)C1=O)C1CCS(=O)(=O)C1 (stereo not given)
 : -14	-1	-8	0.1	0.0	-4	-2	3	-15	1	-1
> NC(=O)c1ccc[n+](Cc2ccc(-c3ccccc3)cc2)c1
 : -4	-5	-2	-0.7	0.0	8	0	-2	15	-11	0
> C=CCOc1ccc(C2C(C(=O)c3ccc(C)o3)=C(O)C(=O)N2Cc2cccnc2)cc1 (stereo not given)
 : -1	-4	-4	-0.5	-0.2	-2	20*	0	5	2	-9
> CCn1c(SCC(=O)N2CCCc3ccccc32)nnc1-c1cccs1
 : 9	-10	-5	-3.4	-0.1	21	-1	5	9	-3	-2
> COc1ccc(-c2cc(C(F)(F)F)n3nc(C(=O)N4CCOCC4)c(Cl)c3n2)cc1
 : -22	-4	-6	3.2	0.3	29	0	13	18	23	1
> CN(CCn1ccnc1)Cc1cn(-c2ccccc2)nc1-c1ccc2c(c1)OCO2
 : 2	-4	0	0.1	0.1	15	2	6	9	-4	1
> Cc1cc([N+](=O)[O-])nn1CC(=O)N1CCCc2ccccc21
 : 0	-1	-13	0.8	-0.1	-6	2	-3	6	2	-5
> O=C(O)COc1ccc2oc3c(c2c1)CCCC3
 : 20	1	-5	-0.3	0.0	32	-2	-2	12	-4	-1
> COC(=O)[C@]12CCCCC=C1N(Cc1ccco1)C(=O)[C@H](CC(=O)N1CCN(C(=O)C3CC3)CC1)C2
 : -11	nt	-5	0.4	-0.4	8	nt	nt	nt	nt	-8
> O=c1[nH]c2cccnc2n1Cc1ccccc1
 : 16	15	-5	6.7	0.6	8	0	-3	8	-3	-3
> Cc1cc(OCc2cn3cccnc3n2)ccc1Cl
 : -48	6	-5	0.2	-0.3	-188	-2	-16	-314	-5	-3
> CC1(C)C2CCC1(C)C(OC(=O)c1ccc(O)cc1)C2 (stereo not given)
 : -17	nt	nt	-0.7	0.2	-58	-3	0	-14	-3	-1
> Brc1ccc(C2=CC(c3ccco3)n3ncnc3N2)cc1 (stereo not given)
 : -5	-2	nt	-1.7	0.5	13	-2	4	18	6	1
> O=C(Nc1nc2c(s1)CCCC2=O)c1cnccn1
 : -71	5	-9	-0.2	-0.2	-144	1	-26	-75	-5	6
> CC(C)NC(=O)c1ccc2sc([C@@H]3O[C@H](CO)[C@H](O)[C@H](O)[C@H]3O)nc2c1
 : 12	-7	-13	2.5	-0.5	7	nt	nt	5	-10	-4
> CCOc1ccc(CCNC(=O)CCc2nc(-c3ccc(C)cc3)no2)cc1OCC
 : -5	-2	-3	4.1	-0.1	9	2	5	5	-3	0
> CN(C)S(=O)(=O)c1ccc(NC(=O)CNc2cc(S(=O)(=O)N3CCCC3)ccc2OCC(F)(F)F)cc1
 : -7	5	-3	0.1	-0.6	8	0	-6	14	-1	1
> CCC1CCCCN1C(=S)NCc1ccccc1 (stereo not given)
 : -7	-10	-8	1.6	0.1	17	5	2	10	-3	-4
> CC1(C)CC(NC(=O)CSc2ccccc2)CC(C)(C)N1
 : 18	-5	-6	-2.4	0.2	8	3	19	-3	1	0

High-throughput results: PubChem BioAssay, several laboratories
